Source: PubChem BioAssay (Sanford-Burnham Center for Chemical Genomics)
mIAP act: activators of mouse IAP, primary screen, biochemical, luminescence, uHTS | muIAP, CDP-Star luminescence, 30 min; hits give high values; 1 = vehicle-only enzyme signal, 0 = enzyme-free wells | actives 0.24% (n = 330,000) | intestinal alkaline phosphatase [Mus musculus] | activation factor at 10 µM;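 active = activation factor of at least 2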; note: the source names both 10 and 20 µM as test concentration; values of inactives mirror those of a sister screen read the other way
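also added = chemiluminescent substrate CDP-Star | test system = mouse IAP enzyme | signal = chemiluminescence readout | compound = DMSO-dissolved test compounds | incubation = 30 min at room temperature | benchmarks = DMSO wells, no-enzyme wells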
hIAP activ: human IAP activators, primary screen, biochemical, luminescence, uHTS; Intestinal-type alkaline phosphatase (Homo sapiens), P09923; purified human IAP, CDP-Star luminescence, 30 min; hits give high values; 1 = vehicle-only enzyme, 0 = enzyme-free background; activation factor at 10 µM; actives 0.16% (n = 330,000); AID 2524, 2010;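 active = activation factor of the enzyme at least 2-fold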; note: the source names both 10 and 20 µM as test concentration; values of inactives mirror those of a sister screen read the other way
hIAP block: human IAP inhibitors, primary screen, biochemical, luminescence, uHTS; purified IAP, CDP-Star luminescence, 30 min; inhibition, % at 10 µM; AID 2544, 2010; actives 0.12% (n = 330,000); Intestinal-type alkaline phosphatase (Homo sapiens), P09923;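 active = inhibition reaching a set limit with compound at 10 µM in the primary screen, cut at about 35% in these data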;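 note: plate controls were DMSO wells with enzyme for no effect and no-enzyme buffer wells for full effect; values of inactives mirror those of a sister screen read the other way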
MPTP block: mitochondrial permeability transition pore inhibitors, primary screen, biochemical, isolated mouse mitochondria, absorbance; Ca2+ swelling absorbance, 30 min; actives 1.4% (n = 360,000); inhibition, % at 10 µM;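 active = inhibition of 50% or more, scaled per plate between neutral and stimulator controls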;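 note: 0% = DMSO wells given calcium and 100% = 1 mM EGTA wells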
mIAP block: inhibitors of mouse IAP, primary screen, biochemical, luminescence, uHTS; purified mouse IAP, CDP-Star luminescence, 30 min; inhibition, % at 10 µM; intestinal alkaline phosphatase [Mus musculus]; actives 0.2% (n = 330,000);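 active = inhibition of at least 40% at 10 µM in the primary screen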;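 note: plate controls were DMSO with enzyme for no effect and no enzyme wells for full effect; values of inactives mirror those of a sister screen read the other way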
beta cell repl: inducers of MIN6 beta-cell proliferation, primary screen, ATP luminescence, uHTS. MIN6 cells proliferation, ATPlite luminescence, 48 h; cells starved in 0.2% serum; 100% = growth in 10% serum. proliferation, % at 10 µM. actives 0.29% (n = 330,000). AID 2380, 2010;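 active = compounds whose signal lies at least 3.5 SD above the mean of all wells on their plate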;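 note: 0% = DMSO-treated cells in low-serum medium and 100% = 10% serum control; some compounds called inactive have numbers as strong as hits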
ATG4B inh: ATG4B protease inhibitors, primary screen, biochemical, fluorescence, uHTS. Cysteine protease ATG4B (Homo sapiens), Q9Y4P1. ATG4B cleavage of LC3-PLA2, NBD-HPC fluorescence, 1 h. inhibition, % at 8.33 µM. actives 0.51% (n = 340,000). AID 504462, 2011; in the data active = inhibition above about 40%
Target sequence (Q9Y4P1 whole entry, looked up): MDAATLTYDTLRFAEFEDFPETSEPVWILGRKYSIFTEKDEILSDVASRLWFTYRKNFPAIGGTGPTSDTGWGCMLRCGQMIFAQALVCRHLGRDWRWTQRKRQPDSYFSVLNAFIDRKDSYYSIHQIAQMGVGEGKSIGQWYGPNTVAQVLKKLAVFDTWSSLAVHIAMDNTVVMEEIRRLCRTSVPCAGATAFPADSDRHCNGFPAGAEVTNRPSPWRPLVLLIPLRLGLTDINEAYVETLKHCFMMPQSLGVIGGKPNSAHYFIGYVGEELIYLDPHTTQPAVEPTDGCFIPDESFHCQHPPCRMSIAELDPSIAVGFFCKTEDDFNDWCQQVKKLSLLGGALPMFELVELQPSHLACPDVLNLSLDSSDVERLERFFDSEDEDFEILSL
A3A deaminase: APOBEC3A ssDNA deaminase inhibitors, primary screen, selectivity assay for APOBEC3G inhibitor project, biochemical, FAM/TAMRA oligo cleavage fluorescence; DNA dC->dU-editing enzyme APOBEC-3A (Homo sapiens), P31941; recombinant A3A, FAM/TAMRA ssDNA deamination fluorescence; inhibition, % at 20 µM; actives 0.41% (n = 330,000);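 active = at least 40% inhibition at 20 µM here, with at most 30% in a related deaminase screen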;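 note: plate controls were A3A with DMSO for no effect and wells lacking A3A enzyme for full effect; some results filed as inactive read as strong as hits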
Target sequence (P31941 whole entry, looked up): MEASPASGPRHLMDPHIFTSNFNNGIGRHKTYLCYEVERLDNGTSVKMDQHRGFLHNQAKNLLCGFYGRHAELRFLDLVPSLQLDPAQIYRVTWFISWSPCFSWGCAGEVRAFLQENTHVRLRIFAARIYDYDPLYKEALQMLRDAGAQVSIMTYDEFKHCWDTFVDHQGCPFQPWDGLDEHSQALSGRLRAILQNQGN
APOBEC3G inh: APOBEC3G DNA deaminase inhibitors, primary screen, biochemical, fluorescence, single-stranded DNA substrate, uHTS; DNA dC->dU-editing enzyme APOBEC-3G (Homo sapiens), Q9HC16; recombinant A3G, ssDNA deamination FAM/TAMRA fluorescence; inhibition, % at 20 µM; actives 0.28% (n = 330,000);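 active = inhibition of at least 40% at 20 µM, with no more than 30% in the related APOBEC3A deaminase screen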;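 note: plate controls were DMSO wells with A3G for no effect and wells lacking A3G enzyme for full effect; some compounds called inactive have numbers as strong as hits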
Target sequence (Q9HC16 whole entry, looked up): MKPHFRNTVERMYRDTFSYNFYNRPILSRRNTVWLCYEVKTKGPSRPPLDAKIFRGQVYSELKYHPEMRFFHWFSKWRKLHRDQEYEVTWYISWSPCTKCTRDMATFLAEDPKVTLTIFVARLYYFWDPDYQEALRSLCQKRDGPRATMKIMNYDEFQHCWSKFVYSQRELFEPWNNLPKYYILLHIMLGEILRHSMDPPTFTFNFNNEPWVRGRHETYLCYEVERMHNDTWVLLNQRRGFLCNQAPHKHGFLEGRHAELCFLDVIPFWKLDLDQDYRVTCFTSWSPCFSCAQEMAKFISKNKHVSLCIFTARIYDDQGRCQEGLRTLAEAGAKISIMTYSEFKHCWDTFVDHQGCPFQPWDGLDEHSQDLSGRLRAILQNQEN
Active calls of the source: *.

Below each compound – mIAP act, hIAP activ, hIAP block, MPTP block, mIAP block, beta cell repl, ATG4B inh, A3A deaminase, APOBEC3G inh
c1ccc(CN2CCC(Nc3nc(-c4cccs4)nc4ccccc34)CC2)cc1
  0.89, 1.09, -8.9, 5.7, 11.0, -6.0, 13.8, 7.1, -9.9
CCOC(=O)N1CCN(C(=O)CS(=O)(=O)c2cn(Cc3cccc(F)c3)c3ccccc23)CC1
  1.12, 1.15, -14.5, 0.9, -12.1, -0.7, -7.6, -1.4, -3.7
O=C(c1ccc(COc2ccccc2)o1)N1CCN(S(=O)(=O)c2ccccc2Cl)CC1
  0.85, 0.953, 4.7, 0.0, 15.0, -3.0, -3.2, 0.6, -2.6
CC(C)C12CN(C(=O)c3ccccc3[N+](=O)[O-])CC(C(C)C)(CN(C(=O)c3ccccc3[N+](=O)[O-])C1)C2=O
  1.02, 0.935, 6.5, 0.2, -1.9, -0.1, -4.4, 0.4, -7.0
Cn1ncc2c1ncn1nc(CCc3ccccc3)nc21
  0.921, 0.612, 38.8*, -1.5, 7.9, 2.8, -7.0, -0.7, -5.7
O=C(C1CC1)N1CCN(c2ccc([N+](=O)[O-])cc2)CC1
  0.971, 0.896, 10.4, -0.2, 2.9, -1.5, 1.8, -3.8, -10.4
COc1cccc(CNC(=O)CCNS(=O)(=O)c2ccc(Br)s2)c1
  0.973, 0.966, 3.4, 0.8, 2.7, -0.2, -0.7, 4.2, -8.3
COC(=O)c1[nH]c2ccc(F)cc2c1NC(=O)Nc1ccc(OC)cc1
  1.04, 1.27, -26.7, 4.0, -4.1, -2.6, 13.8, 1.0, -1.3
O=C1CC(Nc2ccc(N3CCOCC3)cc2)C(=O)N1c1cccc(C(F)(F)F)c1 (centres undefined)
  0.941, 1.17, -16.6, -0.2, 5.9, -2.5, -3.6, -4.6, -12.4
CCC(CC)NC(=O)Nc1ccccc1C
  1.02, 0.984, 1.6, 1.4, -1.8, -1.1, 1.3, -5.5, -8.1
CC1=NN2C(=N)/C(=C\c3cc(C)n(-c4ccccc4)c3C)C(=O)N=C2S1
  0.968, 1.27, -27.0, 0.0, 3.2, -3.9, 3.9, 0.2, -2.9
COCCNC(=O)C(NC(=O)C1CCCCC1)C12CC3CC(CC(C3)C1)C2 (centres undefined)
  1.02, 0.888, 11.2, -0.3, -2.5, -1.3, -3.4, -3.2, -7.5
CCOC(=O)c1cnc2nc(NCc3ccc(OCc4ccccc4)cc3)[nH]n2c1=O
  1.04, 0.95, 5.0, -1.3, -3.7, -2.8, 5.2, 2.0, -2.9
O=C(COC(=O)CNC(=O)c1ccc(F)cc1)NC1CCCc2ccccc21 (centres undefined)
  1.07, 1.06, -6.0, 0.3, -6.7, 3.1, -5.0, -5.6, -6.2
O=C1CN2C(=Nc3ccc(Cl)cc3C2c2ccccc2)CN1 (centres undefined)
  0.992, 1.09, -8.8, 0.6, 0.8, 0.2, -9.0, 1.5, 1.3
O=C(Nc1nc2ccccc2s1)C1c2ccccc2Oc2ccccc21
  1.03, 0.835, 16.5, 5.3, -3.5, -5.3, -10.7, 3.8, 5.0
C[C@H](CO)N1C[C@H](C)[C@@H](CN(C)CC2CC2)Oc2c(NS(=O)(=O)c3ccccc3)cccc2C1=O
  0.899, 1.04, -3.8, -0.1, 10.1, 0.8, -0.9, -3.3, -8.1
Cc1cccc(C(=O)OCC(=O)NC(=O)c2ccccc2)c1O
  1.1, 1.1, -10.3, -0.8, -9.7, -0.7, 0.8, 0.5, 14.1
Cc1cc(C(=O)N2CCC(C(N)=O)CC2)c(C)o1
  1, 0.978, 2.2, -0.1, -0.1, 0.5, 5.4, 1.9, -2.7
CC1(C)CC(=O)C2=C(C1)OC(=O)CC2c1cccs1 (centres undefined)
  1.02, 1.08, -7.8, 3.8, -2.0, -1.3, -0.8, -0.3, -4.2
Cc1ccc(C(=O)N2CC(C)CC(C)C2)cc1S(=O)(=O)N1CCCCC1 (centres undefined)
  0.833, 0.999, 0.1, 0.7, 16.7, 0.2, 3.3, -2.0, -4.9
CC1(C)Cc2nc(Cl)c(C(=O)O)cc2CO1
  1.03, 1.01, -1.1, -2.3, -3.1, -1.8, 8.4, -3.2, -9.8
COc1ccc(C(=O)COC(=O)Cc2n[nH]c(=O)c3ccccc23)c(OC)c1
  1.09, 1.12, -12.3, 0.5, -8.6, 0.9, -2.7, -1.0, -3.7
Cc1ccc(S(=O)(=O)N(C)Cc2ccccc2)cc1C(=O)N1CCCCC1
  0.962, 1.23, -23.4, 0.7, 3.8, -1.8, 5.3, -2.0, -5.5
O=C(Nc1cccc(NC(=O)c2cc([N+](=O)[O-])ccc2Cl)n1)c1cc([N+](=O)[O-])ccc1Cl
  1, 1.03, -3.3, 8.2, -0.3, -5.7, -16.0, -1.3, -10.0
Cc1cc2c(c(=O)n1CCN(C)C)C(c1ccncc1)C(C#N)=C(N)O2 (centres undefined)
  1.14, 0.982, 1.8, -5.9, -13.5, 0.0, -16.9, -4.4, -8.3
Cc1ccc(NC(=O)CN(c2ccc(C)cc2)S(=O)(=O)c2cccc3nonc23)cc1
  0.865, 0.956, 4.4, 0.3, 13.5, 0.0, 6.2, -1.1, 2.2
COc1ccccc1-n1c(SCC(=O)NC2CCCCC2)nc2c(c1=O)SCC2
  1.15, 0.971, 2.9, 0.0, -14.7, -0.4, -5.5, -3.5, -6.1
CCn1c(-c2cccs2)nc2ccccc21
  0.943, 1.1, -10.2, 1.0, 5.7, -2.1, -1.5, 0.7, -5.2
CC(NC(=O)CCCCCNC(=O)N1CCn2c1nc1ccccc12)c1ccccc1 (centres undefined)
  1.06, 1.28, -27.7, -0.3, -5.8, -0.6, 2.0, -4.6, -5.3
Cc1cc(Br)ccc1NC(=O)CNC(=O)CSc1nccn1C
  0.864, 1.1, -10.2, 1.3, 13.6, -1.5, -1.6, -3.7, -3.0
S=C(/N=c1/sccn1Cc1ccccc1)NC1CC1
  0.968, 0.915, 8.5, -1.9, 3.2, -2.3, -0.3, -5.9, -3.7
Cc1ccc(S(=O)(=O)Nc2ccc3cn[nH]c3c2)cc1
  0.878, 1.06, -5.8, -0.9, 12.2, 0.0, -3.8, -5.7, -9.0
CCN(C(=O)CSc1nnc(C2CC2)n1-c1ccccc1)C1CCS(=O)(=O)C1 (centres undefined)
  1.08, 0.913, 8.7, -0.2, -8.3, -0.1, 3.5, 4.5, -3.2
Cc1nnsc1C(=O)N/N=C/c1ccccc1
  0.979, 1.26, -26.5, 3.7, 2.1, -4.2, -12.0, 0.6, -5.7
CCN=C(NCC)SC1CC(=O)N(c2ccccc2)C1=O (centres undefined)
  1, 1.06, -5.9, -1.6, -0.2, 1.5, 5.1, -1.7, -6.7
O=C(N/N=C/c1ccc(O)cc1)/C(=C/c1ccccc1)CCO
  0.822, 0.96, 4.0, 4.6, 17.8, 0.0, 7.3, -5.0, -16.2
Cc1[nH]n(-c2ccccc2)c(=O)c1N=Nc1cccc([N+](=O)[O-])c1
  0.971, 1.01, -1.2, 2.8, 2.9, -2.8, 3.6, -2.4, -10.5
Cc1cccc(C(C)C)c1NC(=O)C(C)OC(=O)Cc1n[nH]c(=O)c2ccccc12 (centres undefined)
  1.01, 1.12, -12.3, -3.1, -0.7, -1.5, -5.2, -5.0, 5.1
C=CCOn1c(=O)c(-c2ccc(OCC)cc2)[n+]([O-])c2ccccc21
  0.958, 1.02, -1.8, 0.1, 4.2, 0.1, -0.7, -1.3, -8.0
CCc1ccc(NC(=O)c2sc3nc(C)nc(N4CCN(c5ccccn5)CC4)c3c2C)cc1
  0.978, 0.747, 25.3, 0.4, 2.2, 0.0, -12.3, -0.6, -1.4
COC(=O)c1c(NC(=O)CN2C(=O)c3ccccc3C2=O)sc(Cc2ccc3c(c2)OCO3)c1C
  0.937, 0.871, 12.9, 0.4, 6.3, 0.4, -11.1, -1.8, -1.8
COC(=O)c1ccsc1NC(=O)c1ccco1
  0.982, 1.12, -11.9, 0.8, 1.8, 11.1*, -7.5, 1.3, -3.0
O=C(NCc1ccccc1)C1Cc2ccccc2CN1C(=O)c1ccco1 (centres undefined)
  1.1, 1.15, -14.9, -1.5, -10.0, 0.9, -8.7, -2.5, -2.7
CCOC(=O)n1c(O)c(N=NC(N)=S)c2cc(C)ccc21
  0.997, 1.14, -14.0, 0.0, 0.3, -0.8, -8.6, 4.7, -1.9
CCN(CC)CCCNC(=O)CCn1nc(-c2ccc(Cl)cc2)ccc1=O
  0.998, 1.29, -28.9, 1.2, 0.2, -1.1, -5.5, 98.8*, -5.7
Cn1nnnc1Sc1ncnc2scc(-c3ccc([N+](=O)[O-])cc3)c12
  0.989, 0.974, 2.6, -0.2, 1.1, -7.5, -0.8, -6.6, -2.3
O=C(CN(C(=O)CCC(=O)Nc1ccccn1)c1cccc(F)c1)NCc1ccco1
  1.06, 1.13, -13.0, 0.8, -5.8, 1.3, -8.5, 1.5, -1.4
C=C1c2cc3c(cc2NC(=S)N1Cc1ccccc1)OCO3
  0.968, 1.37, -37.3, 1.2, 3.2, -6.2, 28.9, -2.6, 14.5
COc1ccc(S(=O)(=O)NC(C)C(=O)Nc2ccccc2)cc1Cl (centres undefined)
  1.02, 0.87, 13.0, -0.6, -2.3, 0.9, 0.0, 0.0, 4.8
O=C(c1ccccc1)N1CCN(C(=S)NCc2ccco2)CC1
  0.997, 1.15, -15.1, 3.2, 0.3, 1.5, -12.4, 3.9, -14.5
CCc1ccc(NC(=O)[C@H](C)NC(=O)C2CCN(C(=O)[C@@H](N)C(C)C)CC2)cc1
  1, 0.993, 0.7, -0.1, -0.4, -3.0, -0.9, -3.3, -8.8
COc1ccc(CN2CCNC(=O)C2CC(=O)N2CCCCO2)c(OC)c1 (centres undefined)
  0.986, 1.01, -1.2, -1.1, 1.4, -2.4, -2.6, -1.4, -5.0
